# From PubChem BioAssay
# ERG-DNA inh = qHTS for Small Molecule Inhibitors of the ERG Ets/DNA interaction; Transcriptional regulator ERG (Homo sapiens), P11308; fluorescence polarization, His-ERG Ets domain / labelled DNA; Potency, µM (highest dose often 76.9 µM), without a hit: at the highest dose FP activity, negative = inhibition, hits mostly inhibitors; hit rate 0.028% among 370,000; AID 624246, 2012; active = well fitted inhibition curve with a large enough effect in the polarisation, with a control signal flat; inconclusive = small, poorly fitted or top-dose-only effect, or effect the other way, or a change in a side signal; inactive = no such curve, though single readings can be large or run the other way; the % refers to the polarisation;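 also: polarization taken with two DNA probes labelled with fluorescein and Texas red; potency is read from the fitted curve at half-maximal effect; % of control where 0% means no effect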
# Target sequence (P11308 whole entry, looked up, the tested form may be a part): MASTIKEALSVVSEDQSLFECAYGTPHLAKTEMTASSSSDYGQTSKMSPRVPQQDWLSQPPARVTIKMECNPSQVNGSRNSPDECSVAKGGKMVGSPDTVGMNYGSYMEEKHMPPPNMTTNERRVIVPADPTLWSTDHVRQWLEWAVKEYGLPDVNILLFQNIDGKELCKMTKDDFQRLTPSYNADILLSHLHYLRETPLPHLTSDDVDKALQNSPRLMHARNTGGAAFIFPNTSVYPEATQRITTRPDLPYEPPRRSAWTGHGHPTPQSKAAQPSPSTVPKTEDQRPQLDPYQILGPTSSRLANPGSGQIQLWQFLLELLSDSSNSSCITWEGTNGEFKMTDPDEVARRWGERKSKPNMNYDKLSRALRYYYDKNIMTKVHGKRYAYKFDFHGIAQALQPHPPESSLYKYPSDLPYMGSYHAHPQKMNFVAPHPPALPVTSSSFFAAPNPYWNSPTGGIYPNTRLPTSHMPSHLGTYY
#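 His-tagged ERG Ets domain (1 uM in the protein solution; 300mM KCl, 50mM Tris-HCl, 1mM EDTA, 1mM DTT, pH 7.5) received compound, then a probe mix of 5 nM fluorescein-DNA and 100nM Texas-615-DNA. Fluorescence polarization was read for both dyes.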
# ALOX12 inh = Primary qHTS assay for inhibitors of human arachidonate 12S-lipoxygenase (ALOX12): Round 2; hit rate 1.1% among 580,000; Polyunsaturated fatty acid lipoxygenase ALOX12 (Homo sapiens), P18054; purified 12hLO, xylenol orange hydroperoxide absorbance; Potency, µM (doses to about 108 µM), for the others: at the highest dose activity change, negative = inhibition, hits mostly inhibitors; also: potency is read from the fitted curve at half-maximal effect; % is scaled to controls: 0 for no effect and ±100 for the full control effect
#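 Hydroperoxide product was detected by ferrous iron/xylenol orange as the 573 to 405 nm absorbance ratio. Arachidonic acid at 40 uM (final) was turned over for 30 min at room temperature by 150 nM human 12hLO, pH 7.0 Hepes buffer, after 15 min compound preincubation.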
# Pol eta inh = qHTS for Inhibitors of Polymerase Eta; DNA polymerase eta (Homo sapiens), Q9Y253; recombinant Pol eta, fluorescent DNA replication assay; Potency, µM (series often up to 114 µM), for the others: at the highest dose activity change, negative = inhibition, actives largely listed as inhibitors; hit rate 1.2% among 390,000; also: potency is read from the fitted curve at half-maximal effect; % is scaled to controls: 0 for no effect and ±100 for the full control effect
#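 Pol eta (10 nM) was preincubated with compounds for 15 min at room temperature, after which fluorescent replication substrate (50 nM final) was added to start the reaction. Fluorescence was read kinetically at 0 and 10 min.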
# Anesthetic bind = qHTS Assay for Identification of Novel General Anesthetics; Ferritin light chain (Equus caballus), P02791; apoferritin/1-aminoanthracene competitive binding, fluorescence; Potency, µM (top dose mostly 77.5 µM), for the others: at the highest dose activity change, negative = displacement, usual class: inhibitors; hit rate 0.074% among 350,000; AID 485281, 2010; also: potency is read from the fitted curve at half-maximal effect; % is scaled to controls: 0 for no effect and ±100 for the full control effect; nearly all actives have a fitted effect of over 20% in size
# Target sequence (P02791 2-175 limits assumed): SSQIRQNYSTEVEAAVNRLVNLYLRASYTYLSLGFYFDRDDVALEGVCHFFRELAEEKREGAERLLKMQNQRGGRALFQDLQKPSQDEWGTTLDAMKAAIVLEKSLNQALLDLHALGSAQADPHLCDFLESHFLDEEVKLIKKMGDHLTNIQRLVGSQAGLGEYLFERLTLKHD
#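 Horse-spleen apoferritin (10 uM) was mixed with 50% saturated 1-aminoanthracene in PBS, exposed to compounds for 10 min at room temperature, and read for fluorescence (ex 380 nm, em 535 nm). Competitive displacement was fitted with a four-parameter Hill equation.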
# RGS4 inhibitor = Inhibitors of Regulator of G Protein Signaling (RGS) 4: qHTS; Regulator of G-protein signaling 4 (Homo sapiens), P49798; Transcreener GDP fluorescence polarization, RGS4-accelerated GTP hydrolysis; Potency, µM (titrated, usually from 114 µM), inactives show top-dose activity change, negative = inhibition, actives largely listed as inhibitors; hit rate 0.039% among 390,000; AID 504845, 2011; also: potency is read from the fitted curve at half-maximal effect; % is scaled to controls: 0 for no effect and ±100 for the full control effect; nearly all actives have a fitted effect of over 75% in size; some results filed as inactive show a strong effect at the top dose
# Target sequence (P49798 whole entry, looked up): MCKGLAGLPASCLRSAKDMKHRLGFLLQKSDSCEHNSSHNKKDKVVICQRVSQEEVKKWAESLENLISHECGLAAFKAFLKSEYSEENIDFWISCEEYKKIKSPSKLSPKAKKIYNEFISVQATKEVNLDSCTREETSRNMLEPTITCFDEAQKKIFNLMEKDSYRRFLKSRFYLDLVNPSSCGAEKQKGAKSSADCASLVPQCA
#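 MLSMR compounds (23 nl, pin-transferred) preincubated 10 min at room temperature with a 500nM (2x) first reagent, then RGS4 at 900nM (2x) plus Transcreener GDP mix added; fluorescence polarization (620/688 nm) read before and after 90 min at 30 °C.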
# Pol beta inh = qHTS Assay for Inhibitors of DNA Polymerase Beta; Potency, µM (titrated, usually from 114 µM), without a hit: at the highest dose activity change, negative = inhibition, most hits filed as inhibitors; AID 485314, 2010; Pol beta primer extension/strand displacement, fluorescence kinetic; hit rate 1.3% among 340,000; P06746; also: potency is read from the fitted curve at half-maximal effect; % is scaled to controls: 0 for no effect and ±100 for the full control effect
#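 10 nM enzyme + cpd, 15 min RT; start with substrate 50 nM final; read 0 min and after 10 min RT. Corrected, normalized data; 4-parameter Hill curve fit.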
# APE1 inh = qHTS Assay for Inhibitors of the Human Apurinic/apyrimidinic Endonuclease 1 (APE1) | AID 2517, 2012 | hit rate 0.35% among 350,000 | Potency, µM (titrated, usually from 65.8 µM), inactives show top-dose activity change, negative = inhibition, actives largely listed as inhibitors | recombinant APE1, TAMRA/BHQ-2 abasic DNA cleavage fluorescence | DNA repair nuclease/redox regulator APEX1 (Homo sapiens), P27695;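 also: potency is read from the fitted curve at half-maximal effect; plate controls were vehicle for no effect and reference inhibitor for full effect; nearly all actives have a fitted effect of over 55% in size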
#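 APE1 at 0.75 nM final was preincubated with compound 15 min at room temperature, then 50 nM double-stranded THF abasic-site substrate (5'-TAMRA/3'-BHQ-2) was added. Fluorescence (ex 525/em 598 nm) was read kinetically; third-minus-first read gave activity.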
# LDHA block = qHTS assay for inhibitors of human lactate dehydrogenase; hit rate 0.15% among 480,000; purified LDHA, NADH/diaphorase-resazurin fluorescence; stronger effect = lower value; L-lactate dehydrogenase A chain (Homo sapiens), P00338; activity change, % (values are at about 110 or 230 µM); in the data active = activity change below about -30%; inconclusive = mostly about -25% to -30%;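 also: plate controls were DMSO wells for no effect and wells without enzyme for full effect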
#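 LDH5 2 nM; NADH 0.06 mM, pyruvate 0.2 mM; 200 mM Tris pH 7.4, EDTA, Tween-20; 5 min RT. Detection: diaphorase 0.133 mg/mL + resazurin 37 µM, fluorescence ex540/em590 at 0 and 20 min; normalized to enzyme-free and DMSO wells.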
# Pol kappa inh = qHTS for Inhibitors of Polymerase Kappa; DNA polymerase kappa (Homo sapiens), Q9UBT6; Potency, µM (top dose mostly 107 µM), without a hit: at the highest dose activity, negative = inhibition, usual class: inhibitors; purified Pol kappa, fluorescent DNA synthesis assay, 10 min; hit rate 0.53% among 400,000; also: potency is read from the fitted curve at half-maximal effect; % is scaled to controls: 0 for no effect and ±100 for the full control effect
#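 Kinetic fluorescence readout at 0 and 10 min followed reaction start with substrate at 50 nM final. Beforehand, enzyme (10 nM Pol kappa) stood 15 min with compound at room temperature; buffer-only wells were negative controls.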
# An asterisk follows results filed as active; i = inactive; ? = inconclusive; . = no result given; & = joins results of further samples; [ ] = another dose, or the depositor's remark. Unless noted, calls follow the shape of the dose curve; as a rule, active = well fitted curve in the direction sought with a large enough effect; inconclusive = small, poorly fitted or top-dose-only effect, or another doubt; inactive = no such curve, though single readings can be large; an effect the other way counts as inactive or inconclusive. A portion of the library; rates above refer to the full screens.
SMILES,ERG-DNA inh,ALOX12 inh,Pol eta inh,Anesthetic bind,RGS4 inhibitor,Pol beta inh,APE1 inh,LDHA block,Pol kappa inh
CC(C)N(CCO)C(=O)CCc1nnc(Cc2cccc(C(F)(F)F)c2)o1,1%,0%,-7%,3%,17%,9%,-1%,-9,0%
Cc1ccc(-c2cc(C(F)(F)F)n3ncc(C(=O)N4CCCc5ccccc54)c3n2)cc1,.,4%[57.4 µM],8%,-7%,-53%,0%,0%,-7,2%
C/C(=N\NC(=O)C1CCCN(S(=O)(=O)c2ccccc2)C1)c1cccnc1 (stereo not given),-5%,i,-2%,2%,-23%,-2%,-5%,-3,0%
CCc1nnc(NS(=O)(=O)c2ccc(N/C=C\C(=O)c3cccc(OC)c3)cc2)s1,9%,?,-17%,-16%,-35%,-2%,-9%,-3,-7%
Cc1ccc(Cl)cc1NC(=O)N1CCc2cc(S(=O)(=O)N3CCC(C)CC3)ccc21,-9%,-17%&-13%,.,-6%,4%,0%,.,-8&3,-11%
COc1ccc(OC)c(-n2nnnc2SCC(=O)NCCc2ccccc2)c1,2%,-4%,-4%,-10%,1%,-16%,-1%,5,0%
CCc1ccccc1NC(=O)COc1ccc(C(=S)N2CCCC2)cc1,1%,19%,-18%,-4%,-12%,15%,?,-7,4%
Cc1nc(-c2coc3c(CN(C)C)c(O)ccc3c2=O)cs1,-4%,1%,-7%,117%[activator],-14%,-20%,1%,3,-4%
CCOC(=O)c1ccc(NC(=O)CSc2nc(-c3ccc(F)cc3)cc(C(F)(F)F)c2C#N)cc1,-9%,-6%,-8%,54%[activator],7%,11%,.,-7,-17%
COc1ccc(NC(=O)COC(=O)Cc2c[nH]c3ccccc23)cc1OC,9%,6%,-10%,-6%,-20%,-4%,14%,-2,-20%
Cc1cc(C)n(CC(=O)N2c3ccccc3Sc3ccccc32)n1,2%,0%,-17%,1%,-27%[11.4 µM],-17%,2%,-1,-10%
Cc1cc(C)n(-c2ccc(C(=O)Nc3cccc(S(=O)(=O)N4CCCC4)c3)cc2)n1,-3%,?,-10%,-12%,-15%,8%,-6%,-4,-5%
CCOC(=O)CN1C(=O)S/C(=C\c2ccc3c(c2)OCO3)C1=O,2%,?,6%,?,8%,12%,1%,1,3%
Cc1ccc(OCc2ccoc2C(=O)O)cc1C,-7%,0%,7.1µM*,-9%,-14%,18µM*,?,-2,?
COc1ccc(OC)c(CNC(=O)c2ccc(Sc3ccc(C)cc3)c(N)c2)c1,-2%,-18%,-15%,48%[activator],16%,23%,.,-1,-9%[60.1 µM]
COC(=O)[C@@H]1CCCN1C(=O)c1ccc(OC2CCN(Cc3ccccn3)CC2)cc1,7%,3%,-3%,-8%,12%,4%,-17%,0,-5%
Cc1cc(C(=O)Nc2cc(Br)ccc2O)on1,10%,-2%,-12%,-10%,-18%,25%,58%[activator],0,3%
N#Cc1c(NC(=O)CSc2n[nH]c(Cc3ccccc3)n2)oc(-c2ccccc2)c1-c1ccccc1,15%,0%,?,-20%,-37%,-14%,-9%,-4,-6%
Cc1cc(C(=O)N2CCN(c3ccccc3O)CC2)c(C)o1,5%,3%,-12%,.,-14%,.,24%,1,-4%
Cc1ccccc1OCCN(C#N)c1nc(N(C)C)nc(N(C)C)n1,14%,3%,-18%,-10%,7%,0%,1%,-5,-7%
COc1ccc(OC)c(S(=O)(=O)N2CCCC2C(=O)N2CCc3ccccc3C2)c1 (stereo not given),-1%,-3%,-13%,-5%,2%,-2%,34%,1,-6%
CCc1nnc2c3ccccc3nc(N3CCN(c4ccc(C)cc4C)CC3)n12,-2%,-28%,-12%,-4%,9%,1%,.,-7,-17%
O=C(CCNS(=O)(=O)c1ccccc1)N1CCCCCCC1,2%,-6%,-24%,.,2%,.,22%,-8,-11%
Cc1cccc(-c2nnc(SCc3nc4ccccc4[nH]3)n2Cc2ccco2)c1,11%,361%[activator],-20%,-22%,?,1%,-6%,1,-7%
Cc1ccccc1CNC(=O)c1ccc2nc(N3CCOCC3)sc2c1,7%,13%,-1%,-20%,3%,39%,21%,-2,-4%
CC(=O)c1cccc(N=Nc2c(-c3ccccc3)[nH]n(-c3ccccc3)c2=O)c1,-4%,3%,-16%,-5%,?,-15%,0%,-10,-11%
C/C(=N\O)c1ccccc1C(=O)O,-3%,67%[activator],-14%,-6%,-24%,32%,3%,-2,-2%
COc1cccc(C(=O)NC(=S)Nc2ccc3oc(=O)ccc3c2)c1,-2%,-14%,-10%,0%,-39%,2%[57.1 µM],2%,-2,2%
CC(C)c1ccc(NC(=O)c2cnc3sc(N4CCCC4)nn3c2=O)cc1,-3%,-12%,-16%,-5%,-24%,-1%,.,-1,2%
COc1cccc(CC(=O)OCC(=O)Nc2c(C)nn(-c3ccccc3)c2C)c1,3%,?,-17%,.,8%,.,11%,-3,2%
O=C(NCC(=O)N1CCC2(CC1)NCCc1[nH]cnc12)c1ccc(Br)cc1,-6%,-14%,2%,-3%,-9%,16%,8%,-3,-3%
Cc1ccc(C)c(-n2cc(-c3ccccc3)nc2SCC(=O)Nc2ccccc2)c1,6%,-15%,-12%,9%,-17%,0%,.,-3,-7%[60.1 µM]
O=C(Cc1ccc(Cl)cc1)Nc1ccccc1N1CCN(C(=O)c2ccccc2)CC1,1%,0%,-19%,52%[activator],-1%,19%,-18%,1,10%
CC(C)CN(C(=O)CCNC(=O)c1ccc(Cl)cc1)c1c(N)n(CC(C)C)c(=O)[nH]c1=O,-18%,-43%,-6%,.,-1%,.,3%,-1,11%
COc1cc2cc(C(c3nnnn3Cc3ccc(F)cc3)N3CCCCCC3)c(=O)[nH]c2cc1OC (stereo not given),-6%,?,-4%,-15%,-16%,1%,-3%,6,-15%
COc1ccc(NC(=O)CSc2nccn2Cc2ccccc2)cc1,12%,-1%,-18%,-11%,-21%,-5%,41%,-2,-2%
S=C(Nc1ccccc1Cl)NC1CCC(NC(=S)Nc2ccccc2Cl)CC1 (stereo not given),-2%,-4%,-1%,-7%,-19%,30%,13%,-11,1%
CCOC(=O)Cn1c2ccc(OC)cc2c2nc3ccccc3nc21,13%,0%,0%,-7%,27%,1%,0%,-12,-5%
COc1cccc(OC)c1C(=O)OCC(=O)N1CC(C)CC(C)C1 (stereo not given),0%,-5%,-10%,.,-3%,.,4%,-4,-5%
COCCSc1ccccc1C(=O)Nc1ccc([N+](=O)[O-])cc1OC,-8%,-27%,-23%,?,-12%,2%,-1%,-2,-3%
CC(C)(C)N1C(=O)c2ccc(C(=O)Nc3ccc(C(=O)O)cc3)cc2C1=O,5%,0%,0%,-10%,22%,24%,7%,-6,-10%
CC(=O)Nc1ccc(NC(=O)Nc2ccc(C)cc2C)cc1,?,-1%,-6%,-2%,-8%,1%,-2%,-3,-22%
